CTSL1 counter: cathepsin L1 inhibition, PFM18AAP counter-screen; recombinant F. hepatica cathepsin L1, Z-Leu-Arg-MCA fluorescence; inhibition, % at 5.96 µM; 300,000 tested, 0.49% active; AID 1906;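 active means inhibition above the mean of all tested compounds plus 3 SD, set per screening campaign, cut at about 17% in these data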;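 further: 0% = plate median of test compound wells and 100% = 1 µM Z-Phe-Ala-diazomethylketone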
proCasp3 act: procaspase-3 (human) activation. P42574. recombinant procaspase-3 D3A, Ac-DEVD-pNA absorbance 405 nm. activation, % at 8.5 µM. 330,000 tested, 0.11% active. AID 463141;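 active means activation above the mean of all tested compounds plus 3 SD, cut at about 21% in these data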;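 further: 0% = DMSO alone and 100% = DMSO wells spiked with extra 5 µM PC-3 D3A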
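System: Procaspase-3 D3A mutant. Medium: Zinc-free 300 mM NaCl, 50 mM HEPES, 0.01% Triton X-100. Schedule: 1 h preincubation plus 2 h reaction at 25 °C. Measured by: 405 nm absorbance of p-nitroaniline, reads at 0 and 120 min. Read-out: percent activation relative to control range.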
PP1 counter: blocks human PP1-alpha phosphatase, a PP5 counter-screen; 320,000 tested, 0.9% active; P62136; purified PP1alpha, OMFP fluorescence; inhibition, % at 6.7 µM;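 active means inhibition above the mean inhibition of all tested compounds plus 3 SD, computed separately for each screening campaign, cut at about 15% in these data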
TPT1 inh: blocks Candida albicans tRNA 2'-phosphotransferase; recombinant caTPT1, FP RNA substrate dephosphorylation; inhibition, % at 5 µM; 300,000 tested, 0.81% active; AID 1962;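 active means inhibition above the mean of all tested compounds plus 3 SD, set per screening campaign, cut at about 24% in these data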;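 further: plate controls were DMSO alone for no effect and ferristatin control at 100 nM for full effect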
core dimer inh: HCV core protein dimerization inhibition; TR-FRET GST/Flag-core106 dimerization, 1536-well; inhibition, % at 5 µM; 300,000 tested, 0.33% active; AID 1899;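 active means inhibition above the mean of all tested compounds plus 3 SD, set per screening campaign, cut at about 45% in these data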
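Material: GST/Flag-tagged HCV core106 proteins. Incubation: 4 h, 22.5 °C incubation. Read-out basis: inhibition (%) from 671 over 617 nm ratio. Measured by: TR-FRET, excitation 340 nm, emission 617 and 671 nm.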
Efflux pump mplx: blocks antifungal efflux pumps in multiplex yeast assay; 330,000 tested, 0.44% active; AID 485275; inhibition, % at 10 µM; S. cerevisiae Candida pump triplex, Nile Red efflux;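 active means plate passing quality check with inhibition over a set limit, or well fluorescence over plate mean plus 4 SD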;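 further: Nile Red retained in pooled yeast measured as flow cytometry median fluorescence; 0% = buffer negative control and 100% = Enniatin B positive control; higher means more Nile Red kept so more efflux inhibition; some compounds called inactive have numbers as strong as hits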
proCasp7 act: activates human procaspase-7, counter-screen for procaspase-3 activators | P55210 | recombinant procaspase-7, Ac-DEVD-pNA absorbance 405 nm; D23A/D198A/D206A triple mutant, cannot self-cleave; scale: DMSO 0, 5 µM enzyme 100 | activation, % at 8.5 µM | 330,000 tested, 0.093% active | AID 463210;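 active means percent activation above the screen-wide mean plus 3 SD, cut at about 25% in these data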
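System: Uncleavable procaspase-7 mutant enzyme; Amount: 2 µM procaspase-7 mutant as dispensed; Schedule: 1 h compound preincubation, 2 h substrate cleavage, 25 °C; Measured by: 405 nm absorbance of p-nitroaniline; Evaluation: percent activation from buffer-corrected 0–120 min absorbance change; Control set: low DMSO alone, high DMSO plus 5 µM PC-7.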
JMJD2C inh: blocks human GASC-1 demethylase activity. AID 2099. Q9H3R0. GST-JMJD2C(1-420) H3K9me3 demethylation, DELFIA europium. inhibition, % at 2.35 µM. 330,000 tested, 0.069% active;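 active means more than half of a compound's replicate wells show inhibition beyond 50%, single wells judged on their own value; inconclusive means some, but no more than half, of replicates pass 50% inhibition; inactive means no replicate passes 50% inhibition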;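 further: signal counts dimethyl H3K9 product captured on neutravidin plate; 0% = median of DMSO wells and 100% = 0.3 times that DMSO median; strong numbers were not always called active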
Target sequence (Q9H3R0 1-420 limits assumed): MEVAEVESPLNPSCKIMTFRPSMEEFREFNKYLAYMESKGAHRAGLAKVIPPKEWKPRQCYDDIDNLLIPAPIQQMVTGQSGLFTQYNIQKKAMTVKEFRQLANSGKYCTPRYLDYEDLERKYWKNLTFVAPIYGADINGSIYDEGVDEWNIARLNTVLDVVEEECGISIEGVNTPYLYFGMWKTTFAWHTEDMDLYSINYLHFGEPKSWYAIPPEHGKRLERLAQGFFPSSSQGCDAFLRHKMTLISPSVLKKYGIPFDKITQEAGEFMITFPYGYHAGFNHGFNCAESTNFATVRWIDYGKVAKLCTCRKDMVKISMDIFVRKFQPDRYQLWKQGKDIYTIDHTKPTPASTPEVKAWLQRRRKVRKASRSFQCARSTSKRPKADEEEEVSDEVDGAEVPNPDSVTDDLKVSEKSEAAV
PP5 primary: PP5 (human) phosphatase inhibition. P53041. purified PP5c, OMFP substrate fluorescence. inhibition, % at 6.7 µM. 320,000 tested, 0.18% active;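 active means inhibition above the campaign's mean inhibition across all tested compounds plus 3 SD, cut at about 9.5% in these data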;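 further: 0% = DMSO only and 100% = 100 µM cantharidin control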
Target sequence (P53041 whole entry, looked up): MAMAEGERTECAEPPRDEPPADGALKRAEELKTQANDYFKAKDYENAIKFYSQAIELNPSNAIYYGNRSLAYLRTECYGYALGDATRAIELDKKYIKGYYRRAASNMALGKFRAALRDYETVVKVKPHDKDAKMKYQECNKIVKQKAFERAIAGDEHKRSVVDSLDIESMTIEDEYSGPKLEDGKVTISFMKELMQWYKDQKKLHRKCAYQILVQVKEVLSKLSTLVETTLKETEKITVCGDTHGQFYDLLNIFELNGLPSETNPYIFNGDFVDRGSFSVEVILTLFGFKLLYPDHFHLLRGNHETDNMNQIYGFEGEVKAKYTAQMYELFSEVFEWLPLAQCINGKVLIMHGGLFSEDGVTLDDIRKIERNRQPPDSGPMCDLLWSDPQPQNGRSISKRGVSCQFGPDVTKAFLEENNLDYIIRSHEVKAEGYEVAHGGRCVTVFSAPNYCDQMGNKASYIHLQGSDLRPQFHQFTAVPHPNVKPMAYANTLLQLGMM
* = called active by the depositor; i = inactive; ? = inconclusive; . = no result given.

Sample of the layout, 17 compounds:
SMILES	CTSL1 counter	proCasp3 act	PP1 counter	TPT1 inh	core dimer inh	Efflux pump mplx	proCasp7 act	JMJD2C inh	PP5 primary
c1csc(CNc2ccc3c(c2)OCCO3)c1	0	0	0	5	0	0.0	18	5	2.4
CCCN(C(=O)c1cccc(S(=O)(=O)N2CCCc3ccccc32)c1)C1CCS(=O)(=O)C1 (stereo unspecified)	.	7	-1	.	.	-0.1	6	6	-2.4
CCN(CC)S(=O)(=O)c1ccc(N(C)Cc2ccc(C(F)(F)F)cc2)nc1	3	6	2	1	-1	0.0	-1	-8	9.4
N#Cc1ccsc1NC(=O)c1ccccn1	0	-8	4	2	5	0.0	3	-4	0.6
COc1ccc(/C=C/c2c([N+](=O)[O-])c(=O)n(C)c(=O)n2C)c(OC)c1	0	2	-1	-2	19	0.0	-2	6	-1.8
COc1ccc(C(C)=O)cc1CSc1nnc(-c2ccncc2)o1	-3	-9	14	4	2	0.0	-3	0	0.8
O=C(COc1cccc(C(F)(F)F)c1)NNC(=O)Cc1ccc(S(=O)(=O)N2CCOCC2)s1	.	2	-1	.	.	-0.3	6	1	-1.3
COc1ccc(-c2cnc(NCc3cc4c(cc3[N+](=O)[O-])OCO4)n2C)cc1	-2	5	1	2	-2	-0.1	3	-8	0.1
Cc1ccc(CN2CCCN(Cc3c(F)cccc3Cl)S2(=O)=O)cc1	5	-4	1	-5	13	0.1	0	3	1.2
O=C(COc1coc(CN2CCc3ccccc3C2)cc1=O)Nc1ccc(Cl)cc1	-1	7	-4	-3	0	0.0	2	15	-1.3
Cc1ccc(C(=O)NNC(=O)c2cc3ccccc3cc2O)cc1	2	4	5	-3	0	-0.1	-11	5	0.0
Cc1cc(C)cc(C(=O)N2CCC3(CC2)NCCc2[nH]cnc23)c1	0	-1	3	2	-5	0.0	5	-27	-2.6
Cc1cc(NCCCn2ccnc2)n2ncc(-c3ccc(Cl)cc3)c2n1	2	-3	12	4	-7	0.0	9	5	1.7
Cc1cc(=O)n(-c2ccccc2Cl)[nH]1	-2	-2	-5	-1	2	0.0	-2	19	-3.3
O=C(NCCc1c[nH]c2ccc(Cl)cc12)c1cccnc1	-1	-3	-4	0	-3	-0.1	3	24	-1.5
CCOC(=O)C1CCN(C(=O)c2cc(S(=O)(=O)N(C)C)ccc2N2CCCC2)CC1	-3	1	1	-5	-3	-1.1	2	-4	-0.7
Cc1ccc(S(=O)(=O)NCC(=O)N2CCN(c3ccccc3F)CC2)cc1	3	3	-3	-1	12	0.0	-2	2	-2.0

Main list, repeating the preview:
SMILES	CTSL1 counter	proCasp3 act	PP1 counter	TPT1 inh	core dimer inh	Efflux pump mplx	proCasp7 act	JMJD2C inh	PP5 primary
c1csc(CNc2ccc3c(c2)OCCO3)c1	0	0	0	5	0	0.0	18	5	2.4
CCCN(C(=O)c1cccc(S(=O)(=O)N2CCCc3ccccc32)c1)C1CCS(=O)(=O)C1 (stereo unspecified)	.	7	-1	.	.	-0.1	6	6	-2.4
CCN(CC)S(=O)(=O)c1ccc(N(C)Cc2ccc(C(F)(F)F)cc2)nc1	3	6	2	1	-1	0.0	-1	-8	9.4
N#Cc1ccsc1NC(=O)c1ccccn1	0	-8	4	2	5	0.0	3	-4	0.6
COc1ccc(/C=C/c2c([N+](=O)[O-])c(=O)n(C)c(=O)n2C)c(OC)c1	0	2	-1	-2	19	0.0	-2	6	-1.8
COc1ccc(C(C)=O)cc1CSc1nnc(-c2ccncc2)o1	-3	-9	14	4	2	0.0	-3	0	0.8
O=C(COc1cccc(C(F)(F)F)c1)NNC(=O)Cc1ccc(S(=O)(=O)N2CCOCC2)s1	.	2	-1	.	.	-0.3	6	1	-1.3
COc1ccc(-c2cnc(NCc3cc4c(cc3[N+](=O)[O-])OCO4)n2C)cc1	-2	5	1	2	-2	-0.1	3	-8	0.1
Cc1ccc(CN2CCCN(Cc3c(F)cccc3Cl)S2(=O)=O)cc1	5	-4	1	-5	13	0.1	0	3	1.2
O=C(COc1coc(CN2CCc3ccccc3C2)cc1=O)Nc1ccc(Cl)cc1	-1	7	-4	-3	0	0.0	2	15	-1.3
Cc1ccc(C(=O)NNC(=O)c2cc3ccccc3cc2O)cc1	2	4	5	-3	0	-0.1	-11	5	0.0
Cc1cc(C)cc(C(=O)N2CCC3(CC2)NCCc2[nH]cnc23)c1	0	-1	3	2	-5	0.0	5	-27	-2.6
Cc1cc(NCCCn2ccnc2)n2ncc(-c3ccc(Cl)cc3)c2n1	2	-3	12	4	-7	0.0	9	5	1.7
Cc1cc(=O)n(-c2ccccc2Cl)[nH]1	-2	-2	-5	-1	2	0.0	-2	19	-3.3
O=C(NCCc1c[nH]c2ccc(Cl)cc12)c1cccnc1	-1	-3	-4	0	-3	-0.1	3	24	-1.5
CCOC(=O)C1CCN(C(=O)c2cc(S(=O)(=O)N(C)C)ccc2N2CCCC2)CC1	-3	1	1	-5	-3	-1.1	2	-4	-0.7
Cc1ccc(S(=O)(=O)NCC(=O)N2CCN(c3ccccc3F)CC2)cc1	3	3	-3	-1	12	0.0	-2	2	-2.0
CC(=O)c1sc(NC(=O)c2ccc(Cn3cc(Br)cn3)o2)nc1C	0	3	-2	-3	10	-0.1	10	50	-0.5
Cc1c(CCOC(=O)c2cc([N+](=O)[O-])ccc2Cl)sc[n+]1CCCCS(=O)(=O)[O-]	-4	2	-5	0	-2	0.0	6	3	-0.6
O=C(CCC(=O)c1ccc(Br)cc1)Nc1cccc(C(F)(F)F)c1	-1	2	-2	-4	-5	-0.1	8	-1	4.2
N#Cc1c(N)sc(=S)c2c1CCN(Cc1ccccc1)C2	109*	-15	20*	18	57*	0.0	-19	.	2.4
COc1ccc(N/C=C(\[N+](=O)[O-])S(=O)(=O)c2ccccc2)cc1	-1	-11	0	0	-11	1.3	-8	-2	1.3
COCCNc1c(-c2ccc(OC)cc2)nc2ccc(Cl)cn12	7	-3	-3	-8	-14	0.3	-8	13	1.8
CC1CC(C)(C)N(C(=O)CN2C(=O)CCC2=O)c2ccccc21 (stereo unspecified)	10	8	2	1	-4	-0.1	-5	0	0.0
Cc1ccc(/C=N/NC(=O)CSc2nc3nc(C)cc(C)n3n2)cc1	-2	5	1	-7	1	-0.1	-3	-1	4.5

An excerpt from above in order of the core dimer inh value, descending.
SMILES | proCasp3 act | TPT1 inh | core dimer inh | Efflux pump mplx | JMJD2C inh | PP5 primary
N#Cc1c(N)sc(=S)c2c1CCN(Cc1ccccc1)C2 | -15 | 18 | 57* | 0.0 | . | 2.4
O=C(COc1coc(CN2CCc3ccccc3C2)cc1=O)Nc1ccc(Cl)cc1 | 7 | -3 | 0 | 0.0 | 15 | -1.3
O=C(NCCc1c[nH]c2ccc(Cl)cc12)c1cccnc1 | -3 | 0 | -3 | -0.1 | 24 | -1.5

Next part
SMILES	CTSL1 counter	proCasp3 act	PP1 counter	TPT1 inh	core dimer inh	Efflux pump mplx	proCasp7 act	JMJD2C inh	PP5 primary
Cc1ccc(C(=O)NCC(=O)NC23CC4CC(CC(C4)C2)C3)cc1	-6	1	-1	-3	-9	-0.1	0	30	0.1
COc1cccc2cc(C(=O)NC(C)c3ccccc3)c(=O)oc12 (stereo unspecified)	8	-1	0	1	9	0.1	-4	-18	0.2
CCCCc1cc(=O)oc2cc(OCC(=O)Nc3cccnc3)c(Cl)cc12	1	0	-6	0	4	-0.1	0	-6	-1.2
CN(C)N=Nc1nc[nH]c1C(N)=O	1	-3	1	0	-4	0.1	-7	.	1.2
COc1ccc(C)c(NC(=O)C2CC(=O)NC3=C2C(=O)CCC3)c1 (stereo unspecified)	-2	3	-3	-1	1	0.0	-5	-6	-1.0
CCCc1nc(-c2ccccc2O)n(-c2ccccc2)n1	-2	-2	-1	-6	-3	0.2	4	i	2.4
Fc1ccc(/C=N/Nc2nc(-c3cccnc3)nc3ccccc23)cc1	-3	-10	-5	0	8	-0.1	-8	3	1.4
CCCCSc1nnc([C@@H](NC(=O)OC(C)(C)C)C(C)C)o1	0	-3	-2	-1	1	-0.2	14	9	1.2
CN(CCC#N)C(=S)NC(=O)c1ccc(S(=O)(=O)N2CCOCC2)cc1	-2	3	-2	0	-4	0.1	7	0	-0.9
COc1ccccc1NC(=O)Nc1nnc(CC(=O)Nc2cccc(C)c2)s1	2	0	10	1	-8	0.0	3	55	1.2
COc1ccccc1-c1ccc(SCc2cccc(F)c2)nn1	1	-6	0	2	4	0.1	6	-7	4.0
CCC(C)Sc1nnc(-c2c[nH]c3ccccc23)n1CCOC (stereo unspecified)	-7	1	-2	2	2	0.0	3	-1	1.2
CC(=O)Nc1cccc(NC(=O)CSc2nccn2Cc2ccco2)c1	1	3	-6	-3	-8	-0.1	5	31	2.2
O=C(Cc1coc(-c2ccc(F)cc2)n1)NC1CCCCC1	2	-4	-5	-3	0	0.0	10	-3	0.2
CCN1C(=O)CC(c2ccco2)Sc2ccccc21 (stereo unspecified)	4	-2	6	4	-1	0.5	1	?	-0.1
CCNC(=S)N(Cc1cc2cc(C)ccc2[nH]c1=O)C1CCCC1	-12	-7	1	0	-3	0.2	-4	-6	3.4
CCCCc1c(C)[nH]c(C(=O)OCC)c1C	1	12	1	3	1	-0.2	-1	-33	2.8
O=C(CCCc1nc2ccccc2s1)NC1CCOC1=O (stereo unspecified)	-3	4	-3	-3	-2	0.0	7	-10	1.1
COc1ccccc1OCCn1cc(C(=O)O)c2ccccc21	4	3	0	-6	-7	-0.1	10	21	-1.3
NC1=NC2(CCCCCC2)n2c(nc3ccccc32)N1	3	0	-3	1	4	-0.4	-6	4	-2.6
COc1ccc(CC(=O)O/N=C(\N)c2ccncc2)cc1	4	5	-1	1	0	0.0	14	7	-1.1
COc1cc(CN2CCC(CO)(CCOc3ccccc3)CC2)cc(OC)c1	-2	0	-2	3	0	0.1	3	2	0.6
COc1ccc(C2C(C#N)=C(N)N(c3cccnc3)C3=C2C(=O)CC(C)(C)C3)cc1OC (stereo unspecified)	-4	3	-3	-1	-2	0.2	1	3	1.6
CN(C)c1ccc(NC(=O)c2cccc(N3C(=O)CCC3=O)c2)cc1	1	-8	-3	1	-19	0.0	-1	1	-0.9
Cc1ccc(-n2nc3c(N4CCC(C(=O)N5CCC(C(N)=O)CC5)CC4)nnc(C)c3c2C)cc1	0	2	0	35*	-14	-0.2	-2	-7	0.3
COC(=O)C1=C(C)NC2=C(C(=O)CCC2)C1c1cccc(C)n1 (stereo unspecified)	8	1	-6	-1	-6	0.1	3	24	3.5
N#CCSc1nnc(SCC#N)s1	1	10	2	4	4	0.0	4	5	-1.7
CSC1=C(C#N)C(=O)NC(c2ccc(Cl)cc2)S1 (stereo unspecified)	1	-2	-4	-3	8	0.0	2	-7	-0.7
COc1ccc(C(=O)NCC(=O)OCC(=O)N2CCN(S(=O)(=O)c3ccccc3)CC2)cc1	-16	-12	-1	1	-3	-0.1	-4	2	-0.2

Source: PubChem BioAssay (several laboratories)

The order is random; overall some 2.9% were active at least once.
